MEX-5 binding = C. elegans MEX-5 TCR-2 RNA binding activity; Q9XUB2; MEX-5/FITC-TCR2 RNA binding, fluorescence polarization; hits give low values; activity score (negative = inhibition of binding), % at 10 µM; 300,000 compounds, 0.38% hits; AID 1832;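 active = inhibition past about -25% in most replicates, and total fluorescence under double the plate's negative control median, limit read from the data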;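 note: 0% = DMSO and -100% = 5 µM competing unlabeled TCR2 RNA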
Target sequence (Q9XUB2 whole entry, looked up): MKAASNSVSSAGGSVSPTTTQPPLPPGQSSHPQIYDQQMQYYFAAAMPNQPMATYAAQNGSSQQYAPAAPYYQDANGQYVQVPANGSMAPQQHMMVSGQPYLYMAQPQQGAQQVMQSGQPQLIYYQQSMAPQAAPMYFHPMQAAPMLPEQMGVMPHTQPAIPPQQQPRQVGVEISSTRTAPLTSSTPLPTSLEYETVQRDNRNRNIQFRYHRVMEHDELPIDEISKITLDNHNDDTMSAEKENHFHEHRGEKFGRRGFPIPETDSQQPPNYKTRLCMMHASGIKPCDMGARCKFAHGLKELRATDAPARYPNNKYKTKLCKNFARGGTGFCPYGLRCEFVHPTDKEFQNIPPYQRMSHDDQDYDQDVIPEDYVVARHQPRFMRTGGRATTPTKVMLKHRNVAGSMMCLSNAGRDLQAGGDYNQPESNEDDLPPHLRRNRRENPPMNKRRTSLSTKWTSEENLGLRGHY
Efflux pump mplx = blocks antifungal efflux pumps in multiplex yeast assay | 330,000 compounds, 0.44% hits | S. cerevisiae Candida pump triplex, Nile Red efflux | AID 485275 | inhibition, % at 10 µM;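 active = plate passing quality check with inhibition over a set limit, or well fluorescence over plate mean plus 4 SD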;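 note: Nile Red retained in pooled yeast measured as flow cytometry median fluorescence; 0% = buffer negative control and 100% = Enniatin B positive control; higher means more Nile Red kept so more efflux inhibition; some compounds called inactive have numbers as strong as hits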
Bcl-xL primary = Bcl-xL (human) inhibition. Q07817. 320,000 compounds, 0.7% hits. inhibition, % at 10.9 µM. AID 2129. GST-Bcl-xL / FITC-Bim BH3 peptide fluorescence polarization;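 active = inhibition above the mean of all tested compounds plus 3 SD, cutoff set per campaign, cut at about 30% in these data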;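 note: 0% = DMSO wells and 100% = unlabeled Bim-BH3 peptide competitor; inhibitors lower millipolarization by displacing the labeled peptide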
EBNA-1 inhibitor = blocks EBNA-1 binding to DNA | EBNA-1 DNA binding, fluorescence polarization | inhibition, % at 14.8 µM | 300,000 compounds, 0.34% hits; in the data active = inhibition above about 28%
MCL1-BIM inh = inhibitors of human MCL1 binding to BIM-BH3 peptide. Q07820. GST-MCL1 / FITC-Bim-BH3 fluorescence polarization. inhibition, % at 10.9 µM. 320,000 compounds, 0.68% hits. AID 2057;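 active = inhibition above the mean inhibition of all tested compounds plus 3 SD, set per campaign, cut at about 40% in these data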;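 note: 0% = DMSO wells and 100% = unlabeled Bim-BH3 peptide control; higher means more loss of mP so more displacement of Bim peptide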
Target sequence (Q07820 whole entry, looked up): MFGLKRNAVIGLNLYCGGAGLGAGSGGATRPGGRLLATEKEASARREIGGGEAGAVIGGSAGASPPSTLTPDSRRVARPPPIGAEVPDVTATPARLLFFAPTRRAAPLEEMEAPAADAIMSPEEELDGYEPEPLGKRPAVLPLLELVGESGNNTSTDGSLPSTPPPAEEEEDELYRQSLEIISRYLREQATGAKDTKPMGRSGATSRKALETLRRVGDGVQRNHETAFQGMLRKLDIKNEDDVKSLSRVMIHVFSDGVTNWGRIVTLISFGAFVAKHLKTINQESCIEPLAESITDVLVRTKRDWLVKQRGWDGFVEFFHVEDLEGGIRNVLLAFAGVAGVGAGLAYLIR
Yeast superoxide = lowers age-related superoxide in aged yeast cells; S. cerevisiae aged cells, superoxide DHE fluorescence; hits give low values; AID 2690; superoxide response (% of plate mean), % at 10 µM; 330,000 compounds, 0.18% hits;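 active = superoxide response under a set limit, about three screen SD below normal, cut at about 65% in these data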;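 note: yeast aged for seven days with compound at 30 °C before DHE staining; 100% = average MFI of all compound-treated wells on the plate with controls excluded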
Fam108B inh = Fam108B inhibition, counter-screen for RBBP9 inhibitors; recombinant Fam108B, FP-Rh probe fluorescence polarization; 300,000 compounds, 0.33% hits; inhibition, % at 9.51 µM; AID 1947;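 active = inhibition above the screen mean inhibition plus 3 SD, computed separately per campaign, cut at about 18% in these data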;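 note: inhibitors lower polarization as less probe binds the enzyme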
ZTA DNA inh = blocks Epstein-Barr virus ZTA, an EBNA-1 counter-screen; ZTA-DNA binding, fluorescence polarization; inhibition, % at 11 µM; AID 2234; 320,000 compounds, 0.15% hits; P03206; in the data active = inhibition above about 33%
Target sequence (P03206 whole entry, looked up): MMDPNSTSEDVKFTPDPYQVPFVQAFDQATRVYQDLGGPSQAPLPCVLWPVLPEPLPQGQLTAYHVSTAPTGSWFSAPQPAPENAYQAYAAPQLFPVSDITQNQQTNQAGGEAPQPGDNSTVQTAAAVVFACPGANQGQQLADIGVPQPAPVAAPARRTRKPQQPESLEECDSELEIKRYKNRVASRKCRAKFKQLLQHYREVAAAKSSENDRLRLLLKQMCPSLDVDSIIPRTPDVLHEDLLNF
GLD-1 TGE inh = GLD-1-TGE RNA interaction inhibition (C. elegans) | Q17339 | purified GLD-1 + fluorescein TGE RNA, fluorescence polarization | inhibition, % at 5.96 µM | 320,000 compounds, 0.44% hits | AID 2280;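 active = percent inhibition above a per-plate cutoff, the plate mean of test compounds plus 3 SD, cut at about 30% in these data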;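 note: 0% = DMSO wells with GLD-1 and probe and 100% = wells lacking GLD-1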
Numbers without * were called inactive.

What do the screens show for `O=C(O)c1cccc(S(=O)(=O)N2CCCC(c3nc4c(nnn4Cc4ccc(F)cc4)c(=O)[nH]3)C2)c1` (configuration not stated)?
MEX-5 binding: -0.7; Efflux pump mplx: 0.5; Bcl-xL primary: -4; EBNA-1 inhibitor: -10; MCL1-BIM inh: -7; Yeast superoxide: 108; Fam108B inh: -4; ZTA DNA inh: 9; GLD-1 TGE inh: -3

Results for O=C1CCC/C1=C/Nc1ccc2c(c1)OCO2 ?
MEX-5 binding: -2.5; Efflux pump mplx: 0.0; Bcl-xL primary: 16; EBNA-1 inhibitor: 6; MCL1-BIM inh: 18; Yeast superoxide: 106; Fam108B inh: 0; ZTA DNA inh: 23; GLD-1 TGE inh: 9

How did O=C(Oc1ccc(=O)n(-c2ccccc2)n1)c1ccccc1 do in these assays?
Efflux pump mplx: -0.1; Bcl-xL primary: -4; EBNA-1 inhibitor: -9; MCL1-BIM inh: -8; Yeast superoxide: 96; Fam108B inh: -1; ZTA DNA inh: 4; GLD-1 TGE inh: 1

Results for COC(=O)c1sccc1-c1ccc(C(=O)Nc2cccnc2)o1 ?
MEX-5 binding: -3.6; Efflux pump mplx: -0.1; Bcl-xL primary: 5; EBNA-1 inhibitor: 12; MCL1-BIM inh: 1; Yeast superoxide: 103; Fam108B inh: -2; ZTA DNA inh: 10; GLD-1 TGE inh: 5

Results for Cc1nn(CCOc2ccccc2)c(=O)n1-c1ccc(Cl)cc1 ?
MEX-5 binding: 0.8; Efflux pump mplx: 0.1; Bcl-xL primary: 2; EBNA-1 inhibitor: -3; MCL1-BIM inh: 0; Yeast superoxide: 103; Fam108B inh: 3; ZTA DNA inh: 8; GLD-1 TGE inh: 8

Results for COc1ccc(N(CC(=O)NC2CCCC2)C(=O)CCC(=O)Nc2cc(C)on2)cc1 ?
MEX-5 binding: 2.8; Efflux pump mplx: 0.0; Bcl-xL primary: 3; EBNA-1 inhibitor: -3; MCL1-BIM inh: 3; Yeast superoxide: 100; Fam108B inh: 1; ZTA DNA inh: -15; GLD-1 TGE inh: 17

What do the screens show for `CC1=CC(C)(C)N(C(=O)CSc2nnc(N)s2)c2ccccc21`?
MEX-5 binding: -0.2; Efflux pump mplx: -0.2; Bcl-xL primary: 8; EBNA-1 inhibitor: 4; MCL1-BIM inh: 7; Yeast superoxide: 86; Fam108B inh: 2; ZTA DNA inh: -1; GLD-1 TGE inh: -2

Results for CSCCCNC(=S)N(C)CC(=O)Nc1ccc(C)cc1 ?
MEX-5 binding: -2.4; Efflux pump mplx: -0.1; Bcl-xL primary: 7; EBNA-1 inhibitor: -3; MCL1-BIM inh: 0; Yeast superoxide: 94; Fam108B inh: 0; ZTA DNA inh: -3; GLD-1 TGE inh: 5

What do the screens show for `COc1ccc(S(=O)(=O)N2CCCC(C(=O)Nc3ccc4c(c3)OCCO4)C2)cc1` (configuration not stated)?
MEX-5 binding: -1.9; Efflux pump mplx: 0.0; Bcl-xL primary: 8; EBNA-1 inhibitor: 6; MCL1-BIM inh: 10; Yeast superoxide: 90; Fam108B inh: 2; ZTA DNA inh: 8; GLD-1 TGE inh: -2

Results for COc1ccccc1CN1CCCC(CN(CCN(C)C)C(=O)C2CCCC2)C1 (configuration not stated) ?
MEX-5 binding: 1.8; Efflux pump mplx: 0.0; Bcl-xL primary: 2; EBNA-1 inhibitor: -2; MCL1-BIM inh: 6; Yeast superoxide: 105; Fam108B inh: 3; ZTA DNA inh: 7; GLD-1 TGE inh: 5

How did Cc1coc2cc3oc(=O)c(CCC(=O)O)c(C)c3cc12 do in these assays?
MEX-5 binding: 0.1; Efflux pump mplx: 0.1; Bcl-xL primary: 6; EBNA-1 inhibitor: 6; MCL1-BIM inh: -2; Yeast superoxide: 106; Fam108B inh: 4; ZTA DNA inh: -9; GLD-1 TGE inh: 8

How did COc1ccc(OC)c(NC(=O)c2cccc(N3C(=O)C4C5CCC(C5)C4C3=O)c2)c1 (configuration not stated) do in these assays?
MEX-5 binding: 0.7; Efflux pump mplx: 0.2; Bcl-xL primary: 1; EBNA-1 inhibitor: 1; MCL1-BIM inh: -3; Yeast superoxide: 93; Fam108B inh: 3; ZTA DNA inh: -2; GLD-1 TGE inh: 4

Results for Cc1ccc(NC(=O)COC(=O)CCC(=O)c2cccs2)c(Br)c1 ?
Efflux pump mplx: -0.1; Bcl-xL primary: -1; MCL1-BIM inh: -5; Yeast superoxide: 89; ZTA DNA inh: -7; GLD-1 TGE inh: -3

What do the screens show for `O=C1Nc2ccccc2C1(c1ccccc1)c1ccccc1`?
MEX-5 binding: 0.1; Efflux pump mplx: 0.1; Bcl-xL primary: 6; EBNA-1 inhibitor: -2; MCL1-BIM inh: 8; Yeast superoxide: 97; Fam108B inh: -2; ZTA DNA inh: 12; GLD-1 TGE inh: 0

What do the screens show for `O=C(NS(=O)(=O)N1CCCC1)C1=C(N2CCCC2)COC1=O`?
Efflux pump mplx: -0.1; Bcl-xL primary: 3; MCL1-BIM inh: 8; Yeast superoxide: 101; ZTA DNA inh: 13; GLD-1 TGE inh: -7

What do the screens show for `COc1ccc(CN2CCN(Cc3ccc(Br)cc3)CC2)c(OC)c1OC`?
MEX-5 binding: 0.5; Efflux pump mplx: 0.6; Bcl-xL primary: 2; EBNA-1 inhibitor: -13; MCL1-BIM inh: -8; Yeast superoxide: 46*; Fam108B inh: -2; ZTA DNA inh: -4; GLD-1 TGE inh: -4

Results for COc1cc(NC(=O)Cn2cnc3sc(C)c(S(=O)(=O)N4CCOCC4)c3c2=O)cc(OC)c1OC ?
MEX-5 binding: 4.4; Efflux pump mplx: 0.2; Bcl-xL primary: 6; EBNA-1 inhibitor: -8; MCL1-BIM inh: 2; Yeast superoxide: 105; Fam108B inh: 8; ZTA DNA inh: -18; GLD-1 TGE inh: 13

How did CCOc1ccccc1CN1CCN(Cc2ccon2)CC1CCO (configuration not stated) do in these assays?
MEX-5 binding: 1.7; Efflux pump mplx: 0.1; Bcl-xL primary: 3; EBNA-1 inhibitor: -5; MCL1-BIM inh: 2; Yeast superoxide: 110; Fam108B inh: 5; ZTA DNA inh: 0; GLD-1 TGE inh: 8

How did Cc1cc(C)c(NC(=O)C2C3/C=C\CCCCC32)c(C)c1 (configuration not stated) do in these assays?
MEX-5 binding: -1.6; Efflux pump mplx: 0.2; Bcl-xL primary: 4; EBNA-1 inhibitor: -4; MCL1-BIM inh: -3; Yeast superoxide: 101; Fam108B inh: 2; ZTA DNA inh: 7; GLD-1 TGE inh: -2

Results for Cc1ccc(C(=O)C2CCOC(C)(C)C2)cc1 (configuration not stated) ?
MEX-5 binding: 1.6; Efflux pump mplx: -0.1; Bcl-xL primary: -5; EBNA-1 inhibitor: -3; MCL1-BIM inh: -6; Yeast superoxide: 92; Fam108B inh: 0; ZTA DNA inh: -11; GLD-1 TGE inh: 4

Results for O=C(COCCOCC(=O)N(c1ccccn1)C1CCCCC1)N(c1ccccn1)C1CCCCC1 ?
MEX-5 binding: 0.5; Efflux pump mplx: 0.0; Bcl-xL primary: 7; EBNA-1 inhibitor: -2; MCL1-BIM inh: 3; Yeast superoxide: 105; Fam108B inh: -4; ZTA DNA inh: -2; GLD-1 TGE inh: 7

How did O=C(Nc1nnc(CCS(=O)(=O)c2ccc(Br)cc2)s1)c1ccc([N+](=O)[O-])cc1 do in these assays?
Efflux pump mplx: 0.2; Bcl-xL primary: -3; EBNA-1 inhibitor: 0; MCL1-BIM inh: -8; Yeast superoxide: 100; Fam108B inh: -2; ZTA DNA inh: -12; GLD-1 TGE inh: -2

How did COCc1cc(C)nc(N/N=C/c2ccc(-c3cc(C(=O)O)ccc3Cl)o2)c1C#N do in these assays?
MEX-5 binding: -6.0; Efflux pump mplx: -0.2; Bcl-xL primary: 6; EBNA-1 inhibitor: -18; MCL1-BIM inh: 6; Yeast superoxide: 109; Fam108B inh: -2; ZTA DNA inh: 2; GLD-1 TGE inh: 4

What do the screens show for `Clc1ccc(Cc2nn3c(Cn4nnc5ccccc54)nnc3s2)cc1`?
MEX-5 binding: 4.1; Efflux pump mplx: 0.0; Bcl-xL primary: 4; EBNA-1 inhibitor: -1; MCL1-BIM inh: 4; Yeast superoxide: 109; Fam108B inh: 0; ZTA DNA inh: 19; GLD-1 TGE inh: 4

Results for COc1cccc(-c2nc(CS(=O)CC(=O)NCc3ccccc3Cl)c(C)o2)c1 (configuration not stated) ?
MEX-5 binding: 2.0; Efflux pump mplx: -0.1; Bcl-xL primary: 0; EBNA-1 inhibitor: 2; MCL1-BIM inh: -4; Yeast superoxide: 82; Fam108B inh: -5; ZTA DNA inh: -4; GLD-1 TGE inh: 4

What do the screens show for `CC(C)[C@H](NC(=O)c1ccccc1)C(=O)OCC(=O)/C=C1/N(C)c2ccccc2C1(C)C`?
MEX-5 binding: 0.5; Efflux pump mplx: 0.2; Bcl-xL primary: 0; EBNA-1 inhibitor: 2; MCL1-BIM inh: -11; Yeast superoxide: 98; Fam108B inh: -1; ZTA DNA inh: -11; GLD-1 TGE inh: 3

How did O=C(NCCO)c1cc(-c2cc(C(=O)NCCO)c3ccccc3n2)nc2ccccc12 do in these assays?
MEX-5 binding: 2.0; Efflux pump mplx: 0.0; Bcl-xL primary: 0; EBNA-1 inhibitor: 3; MCL1-BIM inh: 1; Yeast superoxide: 104; Fam108B inh: 1; ZTA DNA inh: 3; GLD-1 TGE inh: -6

What do the screens show for `COC(=O)CNC(c1ccccc1Cl)c1cc(Br)ccc1NS(=O)(=O)c1ccc(C)cc1` (configuration not stated)?
MEX-5 binding: -1.2; Efflux pump mplx: 1.0; Bcl-xL primary: 1; EBNA-1 inhibitor: 0; MCL1-BIM inh: 6; Yeast superoxide: 99; Fam108B inh: -6; ZTA DNA inh: 11; GLD-1 TGE inh: -5

How did COc1ccc(Cl)cc1N(CC(=O)Nc1ccccc1C(=O)NCc1ccco1)S(C)(=O)=O do in these assays?
MEX-5 binding: 1.4; Efflux pump mplx: 0.1; Bcl-xL primary: -15; EBNA-1 inhibitor: -11; MCL1-BIM inh: -18; Yeast superoxide: 109; Fam108B inh: -5; ZTA DNA inh: -10; GLD-1 TGE inh: -8

How did COC(=O)c1[nH]c2ccc(C)cc2c1NC(=O)CN1CCN(c2ccccc2)CC1 do in these assays?
MEX-5 binding: 1.3; Efflux pump mplx: 0.1; Bcl-xL primary: 1; EBNA-1 inhibitor: 3; MCL1-BIM inh: -2; Yeast superoxide: 79; Fam108B inh: 3; ZTA DNA inh: 5; GLD-1 TGE inh: 2

Filtered by structure, the compounds so far containing a thiophene ring, fused or not (3)
Results for COC(=O)c1sccc1-c1ccc(C(=O)Nc2cccnc2)o1 ?
MEX-5 binding: -3.6; Efflux pump mplx: -0.1; Bcl-xL primary: 5; EBNA-1 inhibitor: 12; MCL1-BIM inh: 1; Yeast superoxide: 103; Fam108B inh: -2; ZTA DNA inh: 10; GLD-1 TGE inh: 5

Results for Cc1ccc(NC(=O)COC(=O)CCC(=O)c2cccs2)c(Br)c1 ?
Efflux pump mplx: -0.1; Bcl-xL primary: -1; MCL1-BIM inh: -5; Yeast superoxide: 89; ZTA DNA inh: -7; GLD-1 TGE inh: -3

Results for COc1cc(NC(=O)Cn2cnc3sc(C)c(S(=O)(=O)N4CCOCC4)c3c2=O)cc(OC)c1OC ?
MEX-5 binding: 4.4; Efflux pump mplx: 0.2; Bcl-xL primary: 6; EBNA-1 inhibitor: -8; MCL1-BIM inh: 2; Yeast superoxide: 105; Fam108B inh: 8; ZTA DNA inh: -18; GLD-1 TGE inh: 13

High-throughput results (PubChem)
